# NPY Y2 blocker: antagonists of human neuropeptide Y receptor Y2; P49146; NPY-Y2 expressing cells, antagonist mode; inhibition, % at 2.7 µM; 140,000 tested, 0.99% active; in the data active = inhibition above about 17%;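 also: 0% = vehicle with agonist challenge and 100% = reference antagonist with challenge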
# Target sequence (P49146 whole entry, looked up): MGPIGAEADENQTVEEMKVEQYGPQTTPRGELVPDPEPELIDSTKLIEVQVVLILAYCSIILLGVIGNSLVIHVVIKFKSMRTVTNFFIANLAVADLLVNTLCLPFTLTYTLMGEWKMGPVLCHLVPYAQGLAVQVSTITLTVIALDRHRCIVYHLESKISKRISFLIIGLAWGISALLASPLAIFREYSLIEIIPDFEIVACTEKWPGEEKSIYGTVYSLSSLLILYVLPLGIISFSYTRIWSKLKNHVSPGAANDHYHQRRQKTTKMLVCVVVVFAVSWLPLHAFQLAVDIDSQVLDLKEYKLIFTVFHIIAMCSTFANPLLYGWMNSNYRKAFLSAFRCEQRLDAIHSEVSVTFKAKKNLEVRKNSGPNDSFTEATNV
# Measles CPE: protection of cells from measles virus | protection (pct of control), % at 4 µM | 140,000 tested, 1.5% active | Measles virus-infected cells, CPE protection, absorbance | AID 841; in the data active = protection mostly above about 24%, no sharp cut-off; inactive = mostly below about 26%; also: some compounds called inactive have numbers as strong as hits
# Phagocytosis inh: macrophage phagocytosis inhibition; J774A.1 macrophage IgG-bead phagocytosis, imaging; inhibition, % at 5 µM; 110,000 tested, 0.07% active;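 active = inhibition above the mean of the plate negative controls plus 5 SD, cut at about 13% in these data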;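 also: phagocytic index as fraction of beads internalized from green versus red external bead signal; plate controls were DMSO negative control for no effect and cytochalasin-D positive control for full effect; some results beyond the cut were filed as inactive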
# HCT116 bCat-KO: beta-catenin-lacking colon tumor cell growth suppression. HCT116 beta-catenin knockout viability, CellTiter-Glo, 60 h; hits give low values. viability, % at 10 µM. 140,000 tested, 1.5% active;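 active = viability at or under a set limit, the compound median less 4 SD, cut at about 6% in these data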;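 also: 0% = Hyamine 1622 control at 20 µM and 100% = untreated cell control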
# MRP1 act: MRP-1 activation. H69AR cells + doxorubicin, viability rescue, CellTiter-Glo. viability increase, % at 10 µM. 140,000 tested, 0.61% active. AID 799;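 active = viability gain under doxorubicin at or above a set limit, the compound median plus 3 SD, cut at about 4.7% in these data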;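 also: MRP-1 overexpressing cells given doxorubicin 25 µM after compound pretreatment; 18-22 h compound pretreatment then 72 h with doxorubicin before readout; 0% = doxorubicin-only wells and 100% = vehicle-treated cells without doxorubicin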
# GALR2 antag: GALR2 (human) receptor antagonism | O43603 | GALR2-expressing cells, antagonist mode | inhibition, % at 4 µM | 140,000 tested, 0.39% active | AID 828; in the data active = inhibition above about 27%;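 also: cells stimulated with galanin 1-16 at roughly its EC80; 0% = agonist challenge control and 100% = basal control without agonist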
# Target sequence (O43603 whole entry, looked up): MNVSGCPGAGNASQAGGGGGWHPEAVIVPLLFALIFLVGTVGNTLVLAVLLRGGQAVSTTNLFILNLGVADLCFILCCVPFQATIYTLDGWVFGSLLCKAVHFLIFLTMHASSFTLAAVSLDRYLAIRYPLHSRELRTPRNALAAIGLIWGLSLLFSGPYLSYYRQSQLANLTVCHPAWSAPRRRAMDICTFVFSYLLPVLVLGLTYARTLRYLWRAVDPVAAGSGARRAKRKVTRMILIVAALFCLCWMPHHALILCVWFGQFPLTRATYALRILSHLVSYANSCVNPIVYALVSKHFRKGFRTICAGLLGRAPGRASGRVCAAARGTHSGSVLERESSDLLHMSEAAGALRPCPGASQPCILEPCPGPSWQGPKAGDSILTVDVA
# Yeast life ext: yeast lifespan extension; S. cerevisiae growth with nicotinamide, OD615; deaD strain in restrictive glucose medium; inhibition of the nicotinamide effect, % at 10 µM; 130,000 tested, 0.68% active;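 active = inhibition above a set limit, placed 3 SD over the median of all compounds, cut at about 26% in these data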;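 also: 0% = nicotinamide-treated wells and 100% = cells grown without nicotinamide; some compounds called inactive have numbers as strong as hits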
#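 Material: Modified budding yeast, DeaD strain | Medium: Restrictive glucose medium | Probe or stimulus: 1.5 mM nicotinamide | Dosing: Single dose 10 µM compound, 0.25% DMSO | Times: 48 h at 30 °C | Technique: OD615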
# PTEN del growth: suppresses growth of cells with PTEN deletion; HCT116 PTEN-null viability, CellTiter-Glo, 60 h; hits give low values; viability, % at 10 µM; 140,000 tested, 1.2% active;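 active = viability at or below a set limit, 4 SD under the median of all tested compounds, cut at about 3.7% in these data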;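 also: PTEN knockout HCT116 line with beta catenin targeted HCT116 as companion control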
# BB579 growth dn: chemicals that inhibit yeast BB579 growth in restrictive medium (lifespan-shortening candidates); S. cerevisiae BB579 growth, OD615, 48 h; inhibition, % at 10 µM; 140,000 tested, 0.51% active; AID 804;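 active = inhibition above a set limit, 3 SD over the mean compound inhibition, cut at about 44% in these data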; also: inactives centre near -24
#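 Assay system – yeast BB579 (DeaD) · Dosing – single compound dose of 10 µM, 0.25% DMSO final · Detection – OD615 turbidity measurement · Buffer or medium – CSMM-D restrictive synthetic medium containing dextrose (glucose) · Benchmarks – positive control amphotericin B 10 µg/mL · Incubation – 48 h exposure, 30 °C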
# E-sel TNF inh: blocks E-selectin expression induced by TNF alpha | HUVEC TNFa-induced E-selectin immunofluorescence, high content | inhibition, % at 2 µM | 120,000 tested, 0.71% active | AID 1246;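 active = inhibition above the batch mean plus 3 SD, and confirmed as a hit on visual image review, cut at about 43% in these data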;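 also: 0% = TNF-stimulated DMSO wells and 100% = unstimulated control wells; not every result past the cut was called active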
# * = called active by the depositor; / = not tested or not shown; & = joins results of further samples.
SMILES,NPY Y2 blocker,Measles CPE,Phagocytosis inh,HCT116 bCat-KO,MRP1 act,GALR2 antag,Yeast life ext,PTEN del growth,BB579 growth dn,E-sel TNF inh
CC1(C)CC(=O)C=C(NCCN2CCN(C(=O)Nc3ccccc3)CC2)C1,-1,8,0,100,-0.1,-7,-3,95,-60,-35
COc1ccc(S(=O)(=O)n2nc(-c3cc(OC)c(OC)c(OC)c3)cc2N)cc1OC,4,29,/,79,-3.3,9,-5,80,-7,-1
O=C(NCCNc1ccc([N+](=O)[O-])cc1)c1ccccc1Br,-1,7,/,92,-1.1,5,-7,95,4,10
COCCNC(=O)C(OC(=O)c1cc2oc(C)cc2n1C)C(C)C (stereo unspecified),2,10,/,78,-2.3,-8,-14,82,-14,11
CCOC(=O)Cc1csc(NC(=O)c2sc3nc4c(C)cc(C)cc4cc3c2N)n1,0,9,-1,90,2.1,19,-14,98,-9,-33
O=C(Nc1ccc2c(c1)OCCO2)C1CCN(S(=O)(=O)c2ccc3c(c2)OCCO3)CC1,1,6,/,80,-0.2,-7,-8,90,-60,10
O=C(NCc1cccs1)c1nn2cccnc2c1Cl,-2,5,/,92,-0.8,5,-9,100,4,4
COc1ccc(NC(=O)CN2CCCCC2)c([N+](=O)[O-])c1,2,8,0,90,-0.5,3,-13,88,-30,-36
O=C(Cn1c(=O)c2sccc2n(Cc2ccc([N+](=O)[O-])cc2)c1=O)NCCc1ccccc1,1,32,-16,76,-0.5,4,2,72,-18,/
CC(=O)c1ccc(NC(=O)C2CCC(C)(C(=O)O)C2(C)C)cc1 (stereo unspecified),2,1,-1,93,-1.6,-6,0,92,-31,-21
C=CCN1C(=O)/C(=C\c2cccs2)C(C(=O)OC)=C1C,3,16,-2,100,-4.3,-15,-4,84,-24,/
COc1ccc(S(=O)(=O)N(Cc2ccccc2)Cc2nc3ccccc3c(=O)[nH]2)cc1,4,10,-1,90,-3.2,13,-3,87,-36,1
CCn1c(=O)cc(OCC(=O)N2CCc3ccccc32)c2ccccc21,3,10,1,95,-2.3,6,-2,113,-20,-21
CCCCn1c(O)c(N=NC(=O)c2ccco2)c2ccccc21,5,2,1,62,-2.6,-5,-7,60,-43,-30
COc1ccc(N(C(C)=O)C2C=CS(=O)(=O)C2)c(OC)c1 (stereo unspecified),1,10,/,96,-0.3,-5,-13,95,-1,-22

# 5 compounds drawn at random from the list so far, as already listed:
SMILES,NPY Y2 blocker,Measles CPE,Phagocytosis inh,HCT116 bCat-KO,MRP1 act,GALR2 antag,Yeast life ext,PTEN del growth,BB579 growth dn,E-sel TNF inh
O=C(NCCNc1ccc([N+](=O)[O-])cc1)c1ccccc1Br,-1,7,/,92,-1.1,5,-7,95,4,10
CCCCn1c(O)c(N=NC(=O)c2ccco2)c2ccccc21,5,2,1,62,-2.6,-5,-7,60,-43,-30
O=C(Cn1c(=O)c2sccc2n(Cc2ccc([N+](=O)[O-])cc2)c1=O)NCCc1ccccc1,1,32,-16,76,-0.5,4,2,72,-18,/
CC1(C)CC(=O)C=C(NCCN2CCN(C(=O)Nc3ccccc3)CC2)C1,-1,8,0,100,-0.1,-7,-3,95,-60,-35
O=C(Nc1ccc2c(c1)OCCO2)C1CCN(S(=O)(=O)c2ccc3c(c2)OCCO3)CC1,1,6,/,80,-0.2,-7,-8,90,-60,10

# Going on with the list.
SMILES,NPY Y2 blocker,Measles CPE,Phagocytosis inh,HCT116 bCat-KO,MRP1 act,GALR2 antag,Yeast life ext,PTEN del growth,BB579 growth dn,E-sel TNF inh
CCOc1ccc(OCCSc2nnnn2-c2ccccc2)cc1,7,3,0,101,2.2,9,-20,92&93,-46,6
CCOC(=O)C(CC)Sc1nnc2cc(C)c3ccccc3n12 (stereo unspecified),4,10,/,84,-2.9,15,/,90,-21,-9
CC(=O)Nc1nonc1NC(=O)c1ccc(F)cc1,3,5,-1,91,-1.7,-1,-6,100,-45,21
Clc1ccc(Cc2noc(-c3cccs3)n2)cc1,3,4,0,92,0.0,8,-3,90,-33,-58
CCOC(=O)c1ccc(NC(=O)c2c(C)[nH]c(C(=O)OCC)c2C)cc1,1,14,-2,81,-0.3,19,-7,99,-18,-33
Cn1c(NC(=O)c2cc(Cl)ccc2Cl)cc(=O)n(C)c1=O,1,3,0,82,-2.0,-13,14,81,-10,/
O=C(CCCCCN1C(=O)C2C3C=CC(C3)C2C1=O)Nc1nccs1 (stereo unspecified),4,6,0,93,-0.5,-16,-1,92,-32,/
CCN1CCCC1Cn1cnc2c([nH]c3ccc(Cl)cc32)c1=O (stereo unspecified),2,4,0,87,-0.3,0,-14,91,-31,5
COc1ccc(N2CCN(C(=O)CCCC3=NS(=O)(=O)c4ccccc4N3)CC2)cc1,2,5,0,91,-1.1,-2,-2,100,-14,-24
CN(C)c1ccc(/C=C/c2nnnn2-c2ccccc2)cc1,4,17,0,105,1.3,5,-4,104,-31,/
CCc1cc2c(SCC(=O)N3CC(=O)Nc4ccccc43)ncnc2s1,2,12,-3,91,-3.6,-6,-2,89,-12,7
CCC(Sc1nc(C)cc(C)n1)C(=O)O (stereo unspecified),-2,5,-1,83,-2.6,-2,-4,86,10,/
OC(CN1C2=NCCCN2c2ccccc21)c1ccc(Cl)cc1 (stereo unspecified),5,2,0,76,-4.1,3,0,79,-31,/
CC(C)OC(=O)c1sc2nc3c(cc2c1N)C(=O)CCC3,1,4,0,96,-1.0,5,-12,99,-27,5
C/C(=N/NC(=O)c1ccoc1C)C12CC3CC(CC(C3)C1)C2,1,5,-1,100,0.2,3,3,111,-75,9
O=C(CCc1ccc(S(=O)(=O)NCCc2ccccc2)cc1)NCc1ccc2c(c1)OCO2,4,22,-2,84,-2.1,5,1,76,-31,18
CC(=O)c1cc2c(=O)c3cc(C)ccc3oc2nc1C,4,2,0,60,-2.7,0,15,72,-25,2
COc1ccc(OC)c(S(N)(=O)=O)c1,0,7,0,92,-0.4,7,-3,100,-42,9
COc1ccc(OC)c(C(=O)c2ccccc2)c1,1,9,/,101,-4.0,0,/,95,16,-14
Cc1c(NC(=O)CCSc2ccc(Cl)cc2)c(=O)n(-c2ccccc2)n1C,6,4,1,80,0.8,-10,-2,89,-33,32
CCc1ccc(C(C)NC(=O)C2(C)CC2(Br)Br)cc1 (stereo unspecified),3,23,-1,86,-3.9,-2,-8,81,2,-9
CCOC(=O)c1c(C)nc2ccc(Cl)cc2c1-c1ccccc1,14,6,/,74,-2.1,-11,-3,62,-19,-10
COC(=O)c1ccc(C(=O)OC)c(NC(=O)CN(c2ccc3c(c2)OCO3)S(C)(=O)=O)c1,3,32,-2,79,-2.7,-7,-7,100,-10,6
Cc1nc2cc(NC(=O)Nc3ccc(N4CCOCC4)cc3)ccc2n1C,0,4,2,100,1.8,1,-5,106,-3,16
CCOC(=O)C(Cc1ccccc1)NC(=O)CNC(C)=O (stereo unspecified),1,3,2,98,-0.6,-3,-2,102,-33,9
C[C@H]1O[C@@H](O[C@H]2[C@@H](O)C[C@H](O[C@H]3[C@@H](O)C[C@H](O[C@H]4CC[C@@]5(C)[C@H](CC[C@@H]6[C@@H]5C[C@@H](O)[C@]5(C)[C@@H](C7=CC(=O)OC7)CC[C@]65O)C4)O[C@@H]3C)O[C@@H]2C)C[C@H](O)[C@@H]1O,53*,-1,/,7,-3.9,-8,4,6,-25,/
CCN(C(C)=O)c1nc(CSc2nnc(NC(C)C)s2)cs1,3,16,2,97,-0.7,3,-3,100,-49,9
COc1cc(OC)cc(-c2cc(NC(C)=O)n[nH]2)c1,1,22,0,97,-2.8,5,-12,100,-33,-16
S=C(NCCc1ccccc1)NC1CCCCCC1,5,4,0,70,-1.7,-2,-7,67,22,8
C=CCOC(=O)C1=C(C)N=C2SCCC(=O)N2C1c1cccs1 (stereo unspecified),0,3,8,91,-2.8,-11,-4,92,7,/
O=C(CSc1ncn[nH]1)Nc1nc(-c2ccccc2)cs1,5,19,1,99,2.5,2,-11,105,-29,2
O=C(c1ccc(Br)o1)N1CCN=C1SCc1cccc(F)c1,10,4,0,96,2.5,-8,-3,97,-23,-1
O=C1CCc2cc(S(=O)(=O)N3CCN(Cc4ccc5c(c4)OCO5)CC3)ccc2N1,0,2,-1,84,-2.3,-3,-7,92,-22,11
O=C(c1ccco1)N(CCC(c1ccccc1)c1ccco1)Cc1ccccc1 (stereo unspecified),18*,18,/,82,-2.4,-7,9,72,-29,/
CC(C)CCN1CCNC(=O)C1CC(=O)Nc1ccc(F)cc1 (stereo unspecified),2,2,0,88,-0.6,-8,2,91,-24,/
C=CCNC(=S)NNC(=O)c1cccn(Cc2ccc(Cl)c(Cl)c2)c1=O,2,8,-1,79,-1.1,-18,-11,82,-37,-12
CN(Cc1ccccc1)C(=O)CNC(=O)Cn1cnc2ccccc2c1=O,2,1,2,87,-1.1,-3,-2,95,3,-1
COc1cc(CC(=O)NCc2ccccn2)cc(OC)c1OC,4,8,-1,91,-2.8,-3,8,96,-21,-13
CC(OC(=O)CCCCCN=C1NS(=O)(=O)c2ccccc21)C(=O)Nc1cc(Cl)cc(Cl)c1 (stereo unspecified),1,8,-15,98,-2.2,9,-1,100,-29,/
COc1ccc(N2CCN(CCNC(=O)CCN3C(=O)COc4ccccc43)CC2)cc1,7,3,3,99,-1.6,9,-8,108,-1,-6
CCOC(=O)C1CCN(C(=O)c2ccc(Cl)c(Cl)c2)CC1,3,11,0,83,-1.9,0,-10,88,-7,-39
C=CCNC(=O)Nc1ccc2oc(C)nc2c1,2,3,0,108,-1.8,-5,-23,94,-9,-11
O=C(COC(=O)c1cc(-c2ccco2)nc2ccccc12)NCc1ccccc1,0,1,-1,109,-0.8,-6,-9,101,-57,8
CC1CC(C)CN(C(=O)CNS(=O)(=O)c2ccc(Br)s2)C1 (stereo unspecified),0,8,/,82,-2.1,-1,-24,83,-18,/
CN(C)c1nc(OCCOC(=O)COc2ccc(Cl)cc2Cl)nc(N(C)C)n1,4,12,-1,94,-1.0,-2,-2,99,-47,-19
CCOP(=O)(OCC)C(NC(=O)Nc1ccc(C)c(Cl)c1)c1ccccc1 (stereo unspecified),-1,3,0,72,-0.8,-1,6,84,-26,5
O=C(C1CCCO1)N(c1cccc(Cl)c1)C1C=CS(=O)(=O)C1 (stereo unspecified),1,9,2,100,-1.6,6,-4,90,26,17
CCOC(=O)n1c(=O)oc2cc(S(=O)(=O)N3CCCCC3)ccc21,1,17,/,99,-0.7,6,22,103,-37,-34
COC(C)(C)[C@H](O)COc1c2ccoc2cc2oc(=O)ccc12,0,4,/,0.6*,-2.4,2,-7,0.7*,-2,/
O=C(CSc1ncn[nH]1)NCCOc1ccccc1,0,24,-1,91,0.2,7,-5,109,-8,-1
COc1ccc(NC(=O)C(NC(=O)CC2NC(=O)NC2=O)c2ccccc2)cc1 (stereo unspecified),2,30,-6,96,-2.0,-6,-3,95,-42,/

# Assay outcomes as filed in PubChem BioAssay.
